Assay outcomes deposited in PubChem by Sanford-Burnham Center for Chemical Genomics.
Jurkat NFkB inh: lowers PMA/ionomycin-induced NF-kB signal in Jurkat cells; actives 0.53% (n = 330,000); inhibition, % at 4 µM; AID 435003; PMA/ionomycin-induced NF-kB luciferase reporter, luminescence; in the data active = inhibition above about 50%
Mdm2-MdmX inh: human Mdm2/MdmX binding inhibition | AID 485346 | inhibition, % at 8 µM | SaOS-2 split-luciferase Mdm2/MdmX complementation, luminescence | O15151+Q00987 | actives 3% (n = 330,000);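 active = inhibition of at least 50% at 8 µM in the primary screen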
Target sequence (O15151 whole entry, looked up): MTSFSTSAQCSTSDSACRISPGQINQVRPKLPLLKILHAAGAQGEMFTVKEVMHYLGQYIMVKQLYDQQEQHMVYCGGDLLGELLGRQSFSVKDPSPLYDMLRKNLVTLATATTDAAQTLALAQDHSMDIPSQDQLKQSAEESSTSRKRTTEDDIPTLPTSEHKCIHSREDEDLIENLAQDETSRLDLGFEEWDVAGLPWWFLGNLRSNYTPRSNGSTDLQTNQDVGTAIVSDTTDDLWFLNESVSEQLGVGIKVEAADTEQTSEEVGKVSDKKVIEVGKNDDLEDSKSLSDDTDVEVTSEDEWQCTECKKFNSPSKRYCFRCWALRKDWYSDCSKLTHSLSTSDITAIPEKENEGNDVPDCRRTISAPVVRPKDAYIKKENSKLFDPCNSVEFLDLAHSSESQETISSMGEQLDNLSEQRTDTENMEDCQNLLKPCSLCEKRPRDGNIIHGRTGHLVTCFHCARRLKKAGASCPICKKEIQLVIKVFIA
Target sequence (Q00987 whole entry, looked up): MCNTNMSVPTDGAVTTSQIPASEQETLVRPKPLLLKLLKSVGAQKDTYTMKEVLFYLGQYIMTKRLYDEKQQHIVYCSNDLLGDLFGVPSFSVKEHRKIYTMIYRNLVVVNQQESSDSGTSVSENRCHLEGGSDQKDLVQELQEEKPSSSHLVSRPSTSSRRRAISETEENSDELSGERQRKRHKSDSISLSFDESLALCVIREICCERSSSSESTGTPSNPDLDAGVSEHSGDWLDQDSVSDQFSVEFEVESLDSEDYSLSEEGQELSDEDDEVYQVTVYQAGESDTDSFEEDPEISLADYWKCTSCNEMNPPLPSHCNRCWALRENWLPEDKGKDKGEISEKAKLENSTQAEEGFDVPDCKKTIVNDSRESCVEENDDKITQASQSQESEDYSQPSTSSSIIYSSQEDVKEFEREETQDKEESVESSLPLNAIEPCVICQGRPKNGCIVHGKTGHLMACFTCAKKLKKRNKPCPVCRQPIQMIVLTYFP
XBP1 UPR activ: adaptive UPR (XBP1) activation; CHO-XBP1 luciferase reporter, IRE1-XBP1 UPR activation, luminescence; percent of tunicamycin response, DMSO as zero; activation, % at 20 µM; actives 0.33% (n = 330,000); AID 463104;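 active = versus positive control, 20 µM dose yields 30% or more activation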;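 note: 100% = tunicamycin at 10 µg/mL and 0% = DMSO only wells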
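Signal: luciferase luminescence; Assay system: CHO-XBP1 luciferase reporter cells; Amount: one thousand reporter cells per well; Dosing: 20 µM single concentration, DMSO 1%; Benchmarks: high control tunicamycin 10 µg/mL final, low control DMSO vehicle only; Schedule: 6 h compound exposure at 37 °C, 5% CO2; Evaluation: percent activation relative to tunicamycin reference.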
697 NFkB inh: inhibitors of the PMA/ionomycin-induced NF-kB reporter in 697 B cells; 697 B-cell NF-kB luciferase reporter, 16 h; inhibition, % at 4 µM; actives 0.33% (n = 330,000); AID 435022; in the data active = inhibition above about 35%
tim23-1 inh: growth inhibitors of tim23-1 mutant yeast | S. cerevisiae tim23-1 growth, BacTiter-Glo luminescence, 24 h | actives 1.3% (n = 330,000) | inhibition, % at 20 µM;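 active = growth inhibition of the mutant yeast at or above 50%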;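 note: temperature-sensitive mutant grown at 25 °C; plate controls were DMSO-treated mutant yeast for no effect and medium wells lacking yeast for full effect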
tim10-1 inh: tim10-1 yeast growth inhibition; S. cerevisiae tim10-1 ts strain growth, BacTiter-Glo, 24 h; inhibition, % at 20 µM; actives 2.2% (n = 330,000); AID 463190;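 active = inhibition of at least 40%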;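 note: mutant grown at 25 °C; 0% = DMSO wells with yeast and 100% = wells holding no yeast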
TIM10 inh: inhibits growth of TIM10 yeast strain. S. cerevisiae TIM10 strain growth, BacTiter-Glo luminescence, 24 h. inhibition, % at 10 µM. actives 1.4% (n = 330,000). AID 463195;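 active = inhibition of 40% or more at the single tested concentration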;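 note: wild-type TIM10 isogenic control strain grown at permissive 25 °C; 0% = DMSO yeast wells and 100% = minimal medium wells without yeast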
CHOP UPR activ: activators of apoptotic arm of unfolded protein response (CHOP); AID 449763; activation, % at 10 µM; CHO-CHOP luciferase reporter, UPR activation, luminescence; percent of tunicamycin response over DMSO baseline; actives 0.34% (n = 330,000);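 active = at 10 µM dose, activation of 40% or more, normalized to positive control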;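 note: 100% = tunicamycin at 10 µg/mL and 0% = DMSO alone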
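Dosing – one dose, 10 µM in 0.5% DMSO · System – CHO-CHOP cells, stable luciferase reporter of PERK-eIF2a-CHOP signalling · Input – 500 cells/well · Control set – tunicamycin 10 µg/mL final as positive, DMSO-only wells as negative · Timing – 6 h compound treatment, 37 °C · Measure – % activation vs tunicamycin · Technique – luminescence read with Steady-Glo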
The depositor's hits bear a star.

SMILES | Jurkat NFkB inh | Mdm2-MdmX inh | XBP1 UPR activ | 697 NFkB inh | tim23-1 inh | tim10-1 inh | TIM10 inh | CHOP UPR activ
Cn1c(=O)c2c(nc(Cl)n2Cc2ccncc2)n(C)c1=O | -16 | -13 | -2 | 7 | -2 | 1 | -2 | 0.3
O=C(/C=C/c1ccc(F)cc1)NCCC1=CCCCC1 | -107 | -134 | 2 | -85 | 34 | 8 | 27 | 4.2
N#Cc1c(-c2ccccc2Cl)noc1/C=C/Nc1ccc(C(=O)O)cc1 | 5 | 32 | 0 | -35 | 8 | 9 | 1 | 4.8
COC(=O)c1ccccc1NC(=O)COC(=O)c1ccccc1N=Nc1ccc(N(C)C)cc1 | -4 | 0 | 6 | -34 | 12 | 25 | 10 | 1.4
COc1ccc2c(N)c(C(=O)NN)[nH]c2c1 | -2 | 14 | -3 | -1 | 4 | -1 | 4 | -1.9
Fc1cccc(CSc2nnc3c(n2)[nH]c2ccccc23)c1 | 12 | -31 | 2 | -152 | 8 | 18 | 8 | 3.7
COc1cccc(N2CCN(S(=O)(=O)c3ccc4c(c3)NC(=O)C(C)C(=O)N4)CC2)c1 (stereo not drawn) | 19 | -22 | -5 | -12 | 15 | -1 | 5 | -0.3
CCc1cc2c(=O)c(-c3nc(C)cs3)coc2cc1O | -46 | -9 | 2 | -107 | -5 | 5 | 10 | 7.0
COc1ccc(C(=O)NC(=S)NC(C)C)cc1Br | -13 | 19 | 3 | -10 | 40 | -4 | 18 | 1.1
CCOC(=O)c1cnc2[nH]c3ccccc3n2c1=O | -19 | -22 | 1 | -35 | -6 | -12 | 2 | 2.7
CCc1nccn1S(=O)(=O)c1ccc2ccccc2c1 | 3 | 21 | 1 | 16 | -2 | -4 | -3 | -2.1
CCOc1ccc(C(=O)NCCC(=O)N2CCC3(CC2)NCCc2[nH]cnc23)cc1 | -4 | -5 | -4 | 1 | -13 | -2 | -8 | 0.7
Cc1oc(-c2ccc(Cl)cc2)nc1CN1CCCC(C(=O)NCCCN2CCOCC2)C1 (stereo not drawn) | 6 | 27 | -1 | -18 | -19 | 3 | -7 | -1.0
Cc1ccc(S(=O)(=O)N(C)CC(=O)N2CCN(Cc3ccc4c(c3)OCO4)CC2)cc1 | 3 | 26 | -5 | 6 | 2 | -3 | -12 | 2.9
Cc1cccc(N2CCN(C(=O)c3ccc4c(c3)OCCO4)CC2)c1C | 7 | 9 | -1 | 5 | 34 | 30 | 29 | 1.7
CC(C)N(C(=O)COC(=O)c1cccc(S(=O)(=O)N2CC3(C)CC2CC(C)(C)C3)c1)C(C)C (stereo not drawn) | 2 | 31 | -1 | -14 | 30 | 22 | 31 | 3.2
Nc1cc(S(=O)(=O)N2CCCCC2)ccc1Oc1ccc(Cl)cc1 | -17 | 30 | 0 | -3 | 21 | 23 | 0 | 1.9
Cc1ccccc1N(CC(=O)NCc1ccco1)C(=O)CNS(=O)(=O)c1ccc(F)cc1 | -21 | 27 | -3 | -4 | 9 | 4 | -15 | 1.6
COc1ccccc1CNc1ccc(CNc2ncn[nH]2)cc1 | 6 | 5 | 1 | 5 | 0 | 5 | 2 | -1.2
Cc1cccn2cc(CCNS(=O)(=O)c3cccc([N+](=O)[O-])c3)nc12 | -3 | 6 | 0 | -25 | 19 | -1 | 13 | -1.4
O=C(CCCOc1ccc(Cl)cc1Cl)N1CCc2ccccc2C1 | -11 | -5 | -2 | -17 | 27 | 25 | 0 | -1.0
O=C(CCNS(=O)(=O)c1cccc2nsnc12)NC1CCCc2ccccc21 (stereo not drawn) | -7 | 3 | -1 | 4 | 4 | 17 | -27 | 0.7
CCOC(=O)/C=C/C(=O)Nc1cc(S(=O)(=O)Nc2ccc(OC)cc2)ccc1N1CCOCC1 | -14 | 30 | -4 | -10 | 2 | -13 | 1 | 3.6
O=C(/C=C1\SC(=O)N(CC(=O)Nc2ccc(F)cc2)C1=O)Nc1ccc(Cl)cc1 | -21 | -40 | -2 | -22 | 2 | 6 | 1 | 4.1
C/C=C/c1ccc(OCC(=O)Nc2cc(Cl)ccc2-n2cncn2)c(OC)c1 | -7 | 13 | 4 | 7 | 16 | 21 | -13 | -0.5
O=C(OCC(=O)N1CCCCC1)c1cc(NS(=O)(=O)c2ccc(Cl)c([N+](=O)[O-])c2)ccc1O | 0 | 18 | -1 | 1 | -5 | -7 | -4 | 0.5
O=C1CCC(C(=O)OCc2nnc(-c3ccccc3)o2)=NN1 | 1 | 12 | 4 | -6 | 8 | 2 | -8 | 3.6
COc1ccc(NC(=O)CSc2nc3ccccc3nc2N2CCCCC2)cc1 | 14 | 37 | -2 | -5 | 6 | 9 | -11 | 0.1
CC(=O)N1N=C(c2ccncc2)OC1(Cc1ccccc1)Cc1ccccc1 | 14 | -1 | -3 | 3 | 53* | 28 | 32 | 2.0
Nc1ccn([C@H]2CC[C@@H](CO)O2)c(=O)n1 | -6 | 9 | -1 | -1 | 2 | -2 | -6 | -0.2
O=S(=O)(NC1CCN(Cc2ccccc2)CC1)c1cccc2cccnc12 | -14 | 4 | 0 | 1 | 6 | 14 | -12 | -1.1
CCCn1c(SCC(=O)NC2CCCCC2)nnc1-c1ccco1 | -12 | -2 | -2 | 12 | 11 | 10 | 11 | 0.5
O=C1NCCCCC1NS(=O)(=O)c1ccccc1 (stereo not drawn) | -4 | -9 | 2 | -21 | 14 | 20 | -25 | -0.2
Cc1cccc(C)c1NC(=O)CNC(=O)c1cccnc1 | 5 | 10 | -4 | 3 | -1 | 4 | 10 | 0.5
COC(=O)CC(NC(=O)c1ccc(C)cc1)c1ccccc1 (stereo not drawn) | -8 | 5 | 0 | 2 | 20 | -3 | 1 | 1.5
CCOC(=O)N1CCN(S(=O)(=O)c2ccc3[nH]c(=O)oc3c2)CC1 | 12 | 15 | -3 | 32 | 0 | -4 | 6 | 0.7
C=CCNC(=O)NC(=O)CSc1nc2cc([N+](=O)[O-])ccc2n1-c1cccc(C(F)(F)F)c1 | 5 | 2 | -1 | 12 | 0 | 14 | 6 | -2.6
CSCCC(NC(=O)c1cccc([N+](=O)[O-])c1)C(=O)O (stereo not drawn) | 2 | 2 | 0 | 5 | 1 | 13 | 2 | -0.8
Cc1ccc(C(=O)NC(=S)Nc2ccc(Oc3ccc(Cl)cc3)cc2)cc1 | 11 | 5 | -6 | 1 | -2 | -14 | 4 | -3.8
COc1ccc(-c2ccc(SCC(=O)NC3CCCCC3)nn2)cc1 | -28 | 10 | -2 | -48 | 6 | -3 | 4 | 2.6
CCC(NC(=O)C1CCCC1)c1ccccc1 (stereo not drawn) | 3 | -3 | -4 | 19 | 6 | -7 | 1 | -0.2
CCC(=O)Nc1ccc2c(c1)nc1n2CCSC1 | -7 | -29 | 1 | 8 | 14 | 20 | -2 | 0.6
COc1cc(C(=O)OCc2nc3ccsc3c(=O)[nH]2)c([N+](=O)[O-])cc1OC | 15 | 0 | 5 | 2 | -9 | -16 | -1 | -0.7
Cc1[nH]oc(=O)c1N=Nc1c(Cl)cccc1Cl | -2 | 0 | 3 | 4 | -80 | -45 | -17 | 1.5
COc1ccc(NC(=O)c2ccc(Cn3cc(Cl)cn3)cc2)cc1 | -4 | 34 | 1 | -3 | -14 | -6 | -6 | 3.9
CC(=O)NC(CC(=O)N(C)Cc1cccc(Cl)c1Cl)c1ccccc1 (stereo not drawn) | -1 | 17 | -2 | 8 | 15 | 13 | -15 | 1.6
C/C(=N\Nc1nncc2ccccc12)c1cccc(OC(F)F)c1 | -153 | -71 | 0 | -202 | 37 | 24 | 24 | 2.9
COc1ccc(S(=O)(=O)N2CCc3cc(OC)c(OC)cc3C2)cc1 | 8 | 14 | -3 | 3 | 45 | 19 | 9 | 0.2
CCOC(=O)N1CCC(Nc2c(NCCCN3CCN(C4CCCCC4)CC3)c(=O)c2=O)CC1 | 0 | 18 | 0 | -12 | -17 | 2 | 5 | -1.0
CC1(C)C(=O)Nc2ccccc2N1C(=O)COC(=O)C1CCCCC1 | 4 | 27 | -2 | 7 | 7 | 30 | 7 | 0.1
Cc1nc(Cc2nnc(SCC(=O)N3CCN(c4ccccc4)CC3)o2)cs1 | -2 | 6 | 0 | -6 | 14 | 7 | -1 | -1.5
Fc1ccc(-c2oncc2-c2nnnn2-c2ccccc2)cc1F | -9 | -1 | -2 | -4 | 25 | 23 | 25 | 0.7
CC(C)=C(NC(=O)c1ccccc1)C(=O)N1CCOCC1 | 8 | 13 | 1 | -1 | -10 | 0 | -8 | -3.0
O=C(NNC(=O)c1ccco1)Nc1ccccc1 | 5 | 2 | -1 | 8 | -8 | 7 | -1 | 0.8
CCC1=NN2C(=N)/C(=C/c3ccc(OS(=O)(=O)c4ccc(C)cc4)c(OC)c3)C(=O)N=C2S1 | -2 | 17 | -2 | 14 | 25 | 24 | 17 | 0.8
CCOC(=O)c1cc(CC)sc1NC(=O)CC1SC(N)=NC1=O (stereo not drawn) | 9 | 19 | -4 | 10 | 5 | 21 | -1 | -0.5
O=C(COC(=O)C12CC3CC(CC(Cl)(C3)C1)C2)Nc1ccccc1 | -9 | 19 | 0 | 11 | 54* | 0 | 13 | 1.6
O=C(NCc1ccccn1)C1CCC(=O)N1C1CCCCC1 (stereo not drawn) | 10 | -25 | -1 | 2 | 7 | 12 | -20 | -0.6
Cc1cc(C)n(CC(=O)NNC(=O)c2ccc(NC(=O)CC#N)cc2)n1 | -14 | 14 | -2 | -4 | 0 | 2 | 13 | -1.0
CCC(C)(C(=O)Nc1ccc2c(c1)OCCO2)N(C(C)=O)c1ccc(C(N)=O)cc1 (stereo not drawn) | 8 | 12 | 2 | 16 | 5 | -9 | 1 | -2.7

Structures listed so far that have an aryl thioether with sulfur outside any ring, in the order listed:
SMILES | Jurkat NFkB inh | Mdm2-MdmX inh | XBP1 UPR activ | 697 NFkB inh | tim23-1 inh | tim10-1 inh | TIM10 inh | CHOP UPR activ
Fc1cccc(CSc2nnc3c(n2)[nH]c2ccccc23)c1 | 12 | -31 | 2 | -152 | 8 | 18 | 8 | 3.7
COc1ccc(NC(=O)CSc2nc3ccccc3nc2N2CCCCC2)cc1 | 14 | 37 | -2 | -5 | 6 | 9 | -11 | 0.1
CCCn1c(SCC(=O)NC2CCCCC2)nnc1-c1ccco1 | -12 | -2 | -2 | 12 | 11 | 10 | 11 | 0.5
C=CCNC(=O)NC(=O)CSc1nc2cc([N+](=O)[O-])ccc2n1-c1cccc(C(F)(F)F)c1 | 5 | 2 | -1 | 12 | 0 | 14 | 6 | -2.6
COc1ccc(-c2ccc(SCC(=O)NC3CCCCC3)nn2)cc1 | -28 | 10 | -2 | -48 | 6 | -3 | 4 | 2.6
Cc1nc(Cc2nnc(SCC(=O)N3CCN(c4ccccc4)CC3)o2)cs1 | -2 | 6 | 0 | -6 | 14 | 7 | -1 | -1.5

Copied from the list.
Under TIM10 inh, CCc1cc2c(=O)c(-c3nc(C)cs3)coc2cc1O is entered as 10
Under TIM10 inh, O=C(NCc1ccccn1)C1CCC(=O)N1C1CCCCC1 (stereo not drawn) is entered as -20
Under 697 NFkB inh, Cc1cccc(C)c1NC(=O)CNC(=O)c1cccnc1 is entered as 3
Under Mdm2-MdmX inh, O=C1CCC(C(=O)OCc2nnc(-c3ccccc3)o2)=NN1 is entered as 12
Under CHOP UPR activ, CC(C)=C(NC(=O)c1ccccc1)C(=O)N1CCOCC1 is entered as -3.0
